Statin myotox sup: suppressors of simvastatin-induced myotoxicity in C2C12 myotubes; ATP luminescence, 48 h; scaled: DMSO 0, geranylgeraniol control 100; 0.78% of 330,000 active; rescue of ATP level, % at 7.49 µM;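 active means mean ATP rescue above about 67%, or every replicate alone reaching that limit, limit read from the data, passing the limit was not always enough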;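 further: myotubes were challenged with 10 µM simvastatin during compound exposure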
SIRT5 inh: inhibitors of human sirtuin-5 desuccinylase; Purified SirT5, succinyl-peptide AMC, trypsin-coupled fluorescence; 1.1% of 330,000 active; Q9NXA8; inhibition, % at 15 µM; in the data active means inhibition above about 15%
Target sequence (Q9NXA8 whole entry, looked up): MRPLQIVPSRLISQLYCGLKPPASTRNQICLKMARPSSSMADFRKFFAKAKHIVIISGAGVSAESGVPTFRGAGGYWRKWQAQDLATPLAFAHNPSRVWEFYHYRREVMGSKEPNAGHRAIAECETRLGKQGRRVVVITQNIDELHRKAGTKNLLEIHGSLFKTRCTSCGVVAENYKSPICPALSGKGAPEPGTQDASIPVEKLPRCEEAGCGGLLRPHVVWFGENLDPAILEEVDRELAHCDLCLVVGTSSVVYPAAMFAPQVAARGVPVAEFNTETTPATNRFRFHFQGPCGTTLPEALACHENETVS
ARNT TACC3 PPI: ARNT/TACC3 interaction disruption; Q9Y6A5; AlphaScreen His-ARNT PAS-B/GST-TACC3 binding, luminescence; TACC3 fragment carries E629A point mutation; inhibition, % at 9.99 µM; 0.66% of 390,000 active; AID 623870;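 active means mean inhibition of replicates at least 50% and at least half of replicates each reaching 50%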;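 further: 0% = complete ARNT plus TACC3 wells and 100% = ARNT alone without TACC3; many hits fall short of the cut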
miR122 inh: inhibitors of miR-122 in Huh7 cells; Huh7 miR-122 Renilla luciferase sensor, 48 h; neutral wells = 0, positive control = 100; activation (reporter increase), % at 12.5 µM; 0.3% of 340,000 active; AID 602342;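 active means mean replicate activation score at least 90 and every replicate individually at or above 90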;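 further: higher luciferase means less miR-122 activity so hits act as miR-122 inhibitors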
ERp5 block: inhibitors of human ERp5. Q15084. ERp5 insulin aggregation, absorbance 650 nm, 90 min. 0.05% of 350,000 active. inhibition, % at 9.99 µM;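 active means mean replicate inhibition above about 25%, with every replicate also reaching it, limit read from the data, passing the limit was not always enough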
Target sequence (Q15084 whole entry, looked up): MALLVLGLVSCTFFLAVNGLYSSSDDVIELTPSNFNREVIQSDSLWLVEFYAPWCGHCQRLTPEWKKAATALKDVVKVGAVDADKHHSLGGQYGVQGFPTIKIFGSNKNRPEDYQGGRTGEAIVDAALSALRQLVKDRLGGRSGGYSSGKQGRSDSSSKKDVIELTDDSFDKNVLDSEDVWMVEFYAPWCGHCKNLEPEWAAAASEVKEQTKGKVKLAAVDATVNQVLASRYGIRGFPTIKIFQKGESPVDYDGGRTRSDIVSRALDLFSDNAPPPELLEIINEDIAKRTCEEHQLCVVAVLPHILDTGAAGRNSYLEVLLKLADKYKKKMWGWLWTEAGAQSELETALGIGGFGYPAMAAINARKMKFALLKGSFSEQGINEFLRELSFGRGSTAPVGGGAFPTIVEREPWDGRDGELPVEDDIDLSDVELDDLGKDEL
esBAF inh: blocks esBAF chromatin remodeling in mouse ES cells; Bmi1-luciferase knock-in reporter, 24 h; 100% = twice the neutral-well signal; reporter increase, % at 12.5 µM; 2% of 350,000 active; AID 602393; in the data active means activation above about 40%;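 further: 0% = median of the plate's neutral control wells and 100% = double that signal; a rise in the Bmi1 reporter signal indicates esBAF inhibition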
Cneo AK release: causes C. neoformans cell lysis; AID 651654; 0.2% of 360,000 active; adenylate kinase release luminescence, 4 h; normalised: neutral wells 0, clomiphene wells 100; lysis activity, % at 15 µM;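 active means mean lysis activity across replicates of at least 80%, whatever share of replicates individually reach that level; inactive means mean lysis activity below 80%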
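Assay system: C. neoformans cells. Amount: yeast cell density of 5 × 10^6 cells/mL. Technique: AK luminescence. Buffer or medium: YPD. Times: static 4 h at 37 °C with compound, 1 h detection. Dosing: single-point compound dose. Read-out: lysis from increased AK signal.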
* = called active by the depositor; . = not tested or not shown; & = joins results of further samples; [ ] = remark or other dose. Hits appear at their usual frequency; 4% or so of the library scored in one or more.

SMILES	Statin myotox sup	SIRT5 inh	ARNT TACC3 PPI	miR122 inh	ERp5 block	esBAF inh	Cneo AK release
CCC(=O)N(C)C[C@H]1Oc2ncc(-c3ccc(C(=O)N(C)C)cc3)cc2C(=O)N([C@@H](C)CO)C[C@@H]1C	-1.8	-18.2	-2.0	-5.4[16.7 µM]	2.4	-5.2	59.5
CCCOc1ccc(Cc2c(Cl)nc(SC)nc2N(C)C)cc1	.	-2.0	-1.2	.	1.4	.	.
COc1ccc(C2(C)NC(=O)N(CC(=O)NC3CC3)C2=O)cc1 (stereo unspecified)	4.3	.	-5.0	3.5	-2.6	0.7	14.7
COc1cc(/C=N/OCC(=O)NC2CCCCC2C)ccc1OCc1ccc(Cl)cc1 (stereo unspecified)	1.5	.	0.3	-4.0	.	98.3*	-0.6
CCC(=O)N1C[C@@H](C)[C@H](OC)CN(C)C(=O)c2cc(NC(=O)C3CC3)ccc2OC[C@H]1C	-6.1	-3.1	-14.1	4.6[16.7 µM]	3.2	-5.8	-2.7
Cc1noc(C)c1S(=O)(=O)Nc1ccc2c(c1)CC(=O)N([C@@H](C)CO)C[C@@H](C)[C@H](CN(C)Cc1ccc(C(=O)Nc3ccccc3N)cc1)O2	-34.8	-2.1	.	-0.1[16.7 µM]	3.2	-10.3	-0.9
COc1cccc(/C=C/C(=O)Nc2ccc3c(c2)OCCO3)c1OC	.	-0.1	0.8	.	1.4	.	.
C[C@H](CO)N1C[C@H](C)[C@H](CN(C)C(=O)c2ccccc2)OCCCC[C@H](C)Oc2ccc(NS(=O)(=O)c3cccs3)cc2C1=O	2.0	1.5	-2.4	2.2[16.7 µM]	11.3	7.1	-2.7
COc1ccc(C2/C(=C(/O)c3ccc4c(c3)CC(C)O4)C(=O)C(=O)N2CCCN2CCOCC2)cc1 (stereo unspecified)	11.5	0.8	17.1	.	0.4	-8.0	3.5
Cc1c(C(=O)NCc2ccc3c(c2)OCO3)oc2ccc(S(=O)(=O)N3CCCCCC3)cc12	2.9	.	2.1	-0.9	.	3.9	-3.9
CCOC(=O)C#CC(CCc1ccccc1)OS(N)(=O)=O (stereo unspecified)	8.3	.	0.8	-12.7	-3.0	4.7	0.8
COc1cc(C(=O)OCC(=O)N2CCCC2)cc(OC)c1OC	-6.1	.	.	-1.6	.	-4.3	-5.1
Cc1ccc(S(=O)(=O)Nc2cccc3c2O[C@@H](CN(C)S(=O)(=O)c2cccs2)[C@H](C)CN([C@@H](C)CO)C3=O)cc1	-36.2	1.3	7.2	-4.2[16.7 µM]	-19.8	-5.0	57.6
CCN(CC)c1ccc(/C=N/N2CCN(c3ccccn3)CC2)cc1	-11.8	-4.2	0.1	-5.1	1.9	1.7	.
COc1ccc(C(=O)NC(=S)N2CCC(C)CC2)cc1Br	-1.6	-3.3	0.8	8.0	4.6	11.7	6.0
C#CCN(CC=C)C(=O)CCc1nnc(COc2ccccc2)o1	6.2	0.7	5.8	0.7	4.6	58.9*	0.9
COc1ccc(Cl)cc1NC(=O)CN(C)C(=O)c1ccc(OCc2ccccc2)c(OC)c1	-0.3	0.9	-4.7	-6.3	-1.3	0.7	.
CN(c1ccc(F)cc1)S(=O)(=O)c1ccc(Cl)c(C(=O)NC2(C)CCS(=O)(=O)C2)c1 (stereo unspecified)	-3.2	3.5	1.8	.	5.4	-3.9	-3.0
O=C(CNC(=O)c1cccs1)NCC(=O)OCc1cccc(Cl)c1	-1.0	.	-0.6	-3.2	2.3	-9.7	0.5
O=C(O)Cn1cc(CN2CCOCC2)c2ccccc21	-0.4	-2.1	-9.2	0.0	2.1	-0.5	1.6
Cc1ccnc(N2CCC(C(=O)NCc3ccc(F)cc3)CC2)n1	.	-3.0	-14.0	.	-7.8	.	.
Brc1ccc(-c2noc3c2-c2nc(-c4ccccc4)sc2CC3)cc1	5.6	.	-1.3	5.2	6.5	-6.2	-1.2
Cc1c(OCc2ccc(C(=O)O)cc2)ccc2c(-c3ccccc3)cc(=O)oc12	-56.8	3.6	-3.1	5.7	-3.7	0.4	4.3
N#C/C(=C\Nc1ccc(F)c(Cl)c1)C(=O)C1CC1	.	-2.7	.	1.6	-1.4	.	-4.1
CCNC(=O)[C@@H]1[C@@H](CO)[C@@H]2Cn3c(ccc(-c4ccc(F)cc4)c3=O)[C@H]1N2C	-8.2	-2.5	-5.1	15.5[16.7 µM]	-2.0	1.9	47.1

The final six compounds of the part above open the next one.
SMILES	Statin myotox sup	SIRT5 inh	ARNT TACC3 PPI	miR122 inh	ERp5 block	esBAF inh	Cneo AK release
O=C(O)Cn1cc(CN2CCOCC2)c2ccccc21	-0.4	-2.1	-9.2	0.0	2.1	-0.5	1.6
Cc1ccnc(N2CCC(C(=O)NCc3ccc(F)cc3)CC2)n1	.	-3.0	-14.0	.	-7.8	.	.
Brc1ccc(-c2noc3c2-c2nc(-c4ccccc4)sc2CC3)cc1	5.6	.	-1.3	5.2	6.5	-6.2	-1.2
Cc1c(OCc2ccc(C(=O)O)cc2)ccc2c(-c3ccccc3)cc(=O)oc12	-56.8	3.6	-3.1	5.7	-3.7	0.4	4.3
N#C/C(=C\Nc1ccc(F)c(Cl)c1)C(=O)C1CC1	.	-2.7	.	1.6	-1.4	.	-4.1
CCNC(=O)[C@@H]1[C@@H](CO)[C@@H]2Cn3c(ccc(-c4ccc(F)cc4)c3=O)[C@H]1N2C	-8.2	-2.5	-5.1	15.5[16.7 µM]	-2.0	1.9	47.1
COc1ccc(S(=O)(=O)Nc2cccc(-n3cnnn3)c2)cc1	6.9	-4.2	-4.3	17.6	7.0	3.0	-1.1
C[C@@H]1CCCCO[C@H](CN(C)Cc2ccc(Cl)c(Cl)c2)[C@@H](C)CN([C@@H](C)CO)C(=O)c2cc(NC(=O)C3CCCCC3)ccc2O1	.	-0.6	-2.3	-7.3[16.7 µM]	0.9	-7.2	0.9
Cc1nn(Cc2ccccc2)c(C)c1NC(=O)c1cc2nc(-c3ccco3)cc(C(F)(F)F)n2n1	-17.8	.	4.6	-14.0	.	-3.7	0.2
O=C(CNC(=O)c1cc(=O)[nH]c2ccc(S(=O)(=O)N3CCOCC3)cc12)Nc1ccc(F)c(F)c1	2.8	-2.1	.	0.0	4.5	6.3	0.6
CCc1nc2c(OCc3ccc(Cl)cc3Cl)cccn2c1N(C=O)Cc1ccc(OC)cc1	-20.4	8.4	.	0.1	3.2	7.4	4.3
CN(CCO)C(=O)c1ccc(-c2nn(C)c(=O)c3ccccc23)cc1	.	-0.7	-13.8	.	1.0	.	.
Cc1ccc(NS(=O)(=O)c2ccccc2F)cc1S(=O)(=O)N1CCCCCC1	-9.5	-4.3	-2.2	15.6	7.4	-7.5	4.6
O=C(C[C@H]1C[C@H]2c3cc(NS(=O)(=O)c4ccc(F)cc4)ccc3O[C@H]2[C@H](CO)O1)NCc1cc(F)ccc1F	2.7&5.3	-2.7&-1.3	-5.6	-2.8	3.0	7.5&11.5	2.8&30.1
O=C(O)COc1cnc2ccccc2n1	-0.4	2.1	-9.0	-3.6	-0.7	1.4	1.0
N#Cc1c(-c2ccccc2)nc(SCC(=O)Nc2ccccc2)[nH]c1=O	.	.	7.7	0.0	.	.	-2.9
O=C(CSc1nc(-c2cccs2)cc(C(F)(F)F)n1)NCCCN1CCOCC1	.	1.5	-2.4	.	-1.0	.	.
CCCCC1(Cc2cccc([N+](=O)[O-])c2)C(=O)N(c2ccccc2)N(c2ccccc2)C1=O	31.3	.	2.7	-10.3	.	-6.8	0.5
CCC(=O)N1[C@H](C(=O)NCc2ccc(F)cc2)[C@@H](CO)[C@@H]2Cn3c(ccc(C4=CCCCC4)c3=O)[C@@H]21	-8.2	-9.3	-0.5	.	5.5	-5.6	0.9
COc1ccc(S(=O)(=O)N(C)C[C@H]2Oc3c(NS(=O)(=O)c4ccc(Cl)cc4)cccc3C(=O)N([C@@H](C)CO)C[C@@H]2C)cc1	-3.5	.	1.7	0.6[16.7 µM]	.	0.5	6.4
CN(Cc1c(F)cccc1Cl)C(=O)c1ccc(NS(=O)(=O)c2ccc3[nH]c(=O)[nH]c3c2)cc1	5.8	0.1	2.2	5.3	-1.3	-5.1	-7.4
NC(=O)c1ccc(-c2csnn2)cc1	5.0	-2.6	2.9	3.1	0.5	-9.5	3.0
CCc1nc2c(OCC3CCCCC3)cccn2c1N(C)C(=O)c1ccc(OC)cc1	-18.5	0.9	.	-3.7	1.8	-4.4	0.9
Cc1ccc(CC2C(=O)N(c3ncccn3)C(=O)C2C)cc1 (stereo unspecified)	-3.6	0.3	-3.9	1.2	5.1	5.1	-0.6
COc1ccc(-c2cc(-c3ccco3)[nH]c(=O)c2C#N)cc1	0.4	8.9	-0.6	-4.9	-6.8	2.3	-0.2
O=C(Nc1ccc2c(c1)OCO2)c1cc(C2CCCCN2S(=O)(=O)Cc2ccccc2)on1 (stereo unspecified)	21.6	.	.	27.5	5.1	33.6	-2.5
Cc1cn(C2OC(COC(=O)c3ccccc3)C(OC(=O)c3ccccc3)C2OC(=O)c2ccccc2)c(=O)[nH]c1=O (stereo unspecified)	-1.6	.	-4.3	1.3	.	-2.9	0.8
CN(C)C(=O)CNC(=O)CN1C(=O)NC2(CCCc3sccc32)C1=O (stereo unspecified)	-4.7	-0.1	-3.4	-4.3	1.7	-7.2	3.6
O=C(NC(=S)Nc1ccc(Br)cn1)c1cncc(Br)c1	2.9	.	4.7	-5.7	.	3.3	-3.8
CCOc1ccccc1NC(=O)CSc1nnc(-c2cccnc2)o1	9.1	-3.8	-1.2	.	0.3	4.1	1.5
Cc1ccc(Cc2nc3ccccc3[nH]2)cc1	2.2	-2.0	1.7	-6.2	0.0	15.5	-0.1
SMILES	Statin myotox sup	SIRT5 inh	ARNT TACC3 PPI	miR122 inh	ERp5 block	esBAF inh	Cneo AK release
O=[N+]([O-])c1ccccc1OCC(O)CNC1CCCC1 (stereo unspecified)	.	7.1	4.7	.	-0.9	.	.
CSc1nnc(NC(=O)c2nc(S(=O)(=O)Cc3ccccc3)ncc2Cl)s1	-22.7	1.1	-2.1	-1.5	2.0	5.5	6.5
COc1cccc(S(=O)(=O)Nc2ccc3c(c2)[C@H]2C[C@H](CC(=O)O)O[C@@H](CO)[C@H]2O3)c1	-0.6	-1.1	-8.0	-2.4[16.7 µM]	-5.4	-4.2	-35.7
N#Cc1ccc(-c2ccc([C@@H]3[C@H]4CN(C(=O)Nc5ccc(F)cc5)CCCCN4[C@H]3CO)cc2)cc1	-35.9	0.9	.	-3.5[16.7 µM]	5.6	4.4	-0.6
COc1ccc(S(=O)(=O)N(C)c2ccc(C(=O)N3CCC(C(N)=O)CC3)cc2)cc1OC	0.8	-0.9	.	0.1	6.2	-4.0	0.6
O=C(Nc1ccc2c(c1)[C@H]1C[C@H](CC(=O)N3CCc4ccccc4C3)O[C@H](CO)[C@H]1O2)c1cccnc1	1.6	-0.4	3.1	2.1[16.7 µM]	-5.3	6.9	-0.8
CCCCN(CCCNC(=O)C1CCCN(S(=O)(=O)CCC)C1)Cc1ccccc1 (stereo unspecified)	-3.6	-3.0	-2.6	1.1	-1.5	1.9	-1.5
CCN(CC)c1ccc(/C=N/NC(=S)NCc2ccccc2)c(O)c1	.	-4.2	-1.7	24.5	-2.4	.	0.1
COc1ccccc1N1CCN(C(=O)CCNS(=O)(=O)c2cc(Br)cnc2N)CC1	-10.9	-0.1	17.0	8.6	5.7	-6.2	-1.0
CCN1C(=O)[C@H]2[C@@H](c3ccc(C)cc3)N3C(=O)N(c4cccc(Cl)c4)C(=O)[C@@]3(Cc3ccccc3)[C@H]2C1=O	-1.0	-1.4	-2.6	.	2.8	-5.0	-0.9
COCC(C)n1c(SCC(=O)NC2CCCCC2)nc2ccccc2c1=O (stereo unspecified)	8.5	-2.5	.	2.9	3.0	-3.0	-0.3
O=C(c1sc(N2CCOCC2)nc1-c1ccccc1)N1CCCCC1	.	-2.6	-2.5	.	-0.5	.	.
O=C(O)c1ccc(NC(=O)c2cn(-c3ccccc3)nc2-c2ccc(F)cc2)cc1	.	1.3	20.0	0.8	0.3	.	-2.5
COC(=O)c1[nH]c2ccc(Cl)cc2c1NC(=O)C1CC1	.	.	-11.5	4.7	.	8.7	1.5

Source: PubChem (Broad Institute)
